# ssDAF-12 act = activators of S. stercoralis DAF-12 nuclear receptor. HEK293 ssDAF-12/GRIP1 lit1-tk-luc reporter, luminescence; % of 3 µM dafachronic acid response. activation, % at 6.8 µM. hit rate 1% among 370,000. AID 652126;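 active = activation above the mean over all tested compounds plus 3 SD, cut at about 0.9% in these data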;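 note: 0% = DMSO-only wells and 100% = 3 µM delta7-dafachronic acid wells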
# ADAM17 inh = inhibitors of human ADAM17. P78536. recombinant ADAM17, EDANS/DABCYL FRET peptide cleavage. inhibition, % at 6.95 µM. hit rate 0.83% among 370,000. AID 720648;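 active = inhibition above the mean of compounds lying between control limits plus 3 SD, set per campaign, cut at about 8.5% in these data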;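 note: 0% = DMSO-only wells as the low control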
# SMARCA2 activ = activators of SMARCA2 function | activation, % at 9.1 µM | MG213 cells, MMTV-luciferase reporter, dexamethasone, overnight | hit rate 1% among 370,000; in the data active = activation above about 7.8%;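 note: 0% = vehicle wells and 100% = reference activator wells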
# MBD2 inh = inhibitors of human MBD2 binding to methylated oligonucleotide; Q9UBB5; TR-FRET; inhibition, % at 4.4 µM; hit rate 0.31% among 370,000; AID 686964; in the data active = inhibition above about 13%
# NR1D1 modulator = Rev-erb alpha (human) modulation; hit rate 0.79% among 370,000; Rev-erbα–FITC-DNA binding, fluorescence polarization, 90 min; AID 1259318; P20393; activity, % at 10 µM;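 active = activity above about 14%, limit read from the data; passing the limit was not always enough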;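 note: 0% = DMSO wells with 35 nM protein and 100% = DMSO wells with 750 nM protein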
# DAX1 inh-1 = inhibitors of human orphan nuclear receptor DAX1 (NR0B1). P51843. hit rate 0.99% among 340,000. AID 504766. HEK293 Gal4-DAX1 luciferase reporter, luminescence. inhibition, % at 6.75 µM;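 active = inhibition above the mean over all tested compounds plus 3 SD, cut at about 4.2% in these data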;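 note: 0% = DAX1-transfected cells with DMSO and 100% = empty-vector control cells with DMSO; inhibition shows as a rise in luminescence from relieved DAX1 repression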
# hgDAF-12 ag = agonists of H. glycines DAF-12 nuclear receptor; HEK293 GAL4-hgDAF12 UAS-luciferase reporter, agonist luminescence; normalized to butyrate control; activation, % at 6.8 µM; hit rate 1.8% among 370,000; AID 687014;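 active = activation above a cutoff set at the mean of all screened compounds plus 3 SD, cut at about 10% in these data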;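 note: 0% = DMSO wells and 100% = sodium butyrate wells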
# hcDAF-12 act = activators of H. contortus DAF-12 nuclear receptor; HEK293 hcDAF-12 lit1-tk-luc reporter, luminescence; 0% DMSO, 100% Δ7-dafachronic acid; activation, % at 6.8 µM; hit rate 1.4% among 370,000;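 active = activation above the mean of all tested compounds plus 3 SD, cut at about 5.5% in these data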;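 note: 100% = response to 3 µM Δ7-dafachronic acid high control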
# DAX1 inh-2 = DAX1 (NR0B1) inhibition, primary screen. HEK293T StAR-luciferase reporter, SF-1/DAX-1 repression relief. hit rate 1.1% among 370,000. AID 652010. inhibition, % at 6.8 µM;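 active = inhibition above the mean over all tested compounds plus 3 SD, cut at about 3.6% in these data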;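 note: 0% = DAX-1 cells with DMSO and 100% = cells lacking DAX-1 with DMSO; higher inhibition means more luminescence from relief of DAX-1 repression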
# PLCg1 inh = blocks human PLC-gamma1 enzyme activity; P19174; inhibition, % at 12.2 µM; purified PLC-gamma1, fluorogenic substrate, fluorescence; hit rate 0.84% among 370,000; in the data active = inhibition above about 9.5%
# PLCb3 inh = PLC-beta3 (human) inhibition, primary screen; Q01970; Purified PLC-beta3, fluorogenic substrate, fluorescence; inhibition, % at 12.2 µM; hit rate 0.18% among 370,000; AID 720704; in the data active = inhibition above about 11%;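 note: 0% = median of compound wells on plate and 100% = full blocker control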
# * marks the source's active call; other numbers are inactive results; i = inactive; x = not tested or not shown; & = joins results of further samples.
SMILES,ssDAF-12 act,ADAM17 inh,SMARCA2 activ,MBD2 inh,NR1D1 modulator,DAX1 inh-1,hgDAF-12 ag,hcDAF-12 act,DAX1 inh-2,PLCg1 inh,PLCb3 inh
COc1c(C(C)C)oc2cc3oc(=O)ccc3cc12,-1.1,-97,1,-2,-1,2.7,3.0,1.0,-1.7,-82,-93
Brc1ccc2[nH]c3nc(SCCN4CCOCC4)nnc3c2c1,-1.8&-1.9,-2&1,1&1,-1&-5,-4&-7,-0.5&-1.3,-2.0&-1.1,-1.8&-2.6,-2.4&-1.0,3&7,1&2
COc1ccc(C(C[N+](=O)[O-])c2c(-c3ccccc3)cc3ccccn23)c(OC)c1 (stereo unspecified),-1.5,-6,1,-7,-9,-0.5,-2.5,0.1,-1.0,-22,-35
CC(C)c1ccc(COC(=O)CN2C(=O)NC3(CCCCC3C)C2=O)cc1 (stereo unspecified),-1.4,-1,-3,5,-3,0.6,-2.3,-0.9,-3.1,0,-2
CCCCNC(=O)C1CCC(CNc2c(N3CCC(C)CC3)c(=O)c2=O)CC1 (stereo unspecified),-1.6,-4,-3,-3,-2,1.9,-0.7,0.1,1.2,2,-6
CC(C)=CCC(C)(C)C1OCCN1C(=O)Nc1ccccc1 (stereo unspecified),-1.1,-1,-4,1,0,2.7,-0.5,-0.3,-1.6,4,3
O=C(OCc1cn(Cc2ccccc2Cl)nn1)N1CCOCC1,-0.3,1,3,-2,-3,x,3.3,-0.8,0.0,4,-42
CCOc1cc(-c2cc(N)n[nH]2)cc(OCC)c1OCC,-1.4,-3,2,7,-4,0.7,1.5,-0.6,-0.1,0,1
Cc1ccc(-c2noc(CN(C(=O)CCCCCN3C(=O)c4ccccc4C3=O)C(C)C)n2)cc1,-1.7,1,-1,7,4,-2.5,-0.3,-2.7,-1.0,0,-3
COc1ccccc1NC(=O)/C=C\C(=O)O,0.1,-9,-1,6,-4,-0.8,0.1,7.3*,-0.4,2,2
CCOC(=O)C1=C(COC(=O)c2nc(Cl)ccc2Cl)NC(=O)NC1C (stereo unspecified),-0.2,-2,-2,2,-3,0.8,-1.6,-2.0,1.4,-1,-13
O=C(NCCc1ccccc1)c1cc(-c2ccco2)on1,0.6,5,0,-4,0,1.7,46*,5.6*,2.1,-1,-31
O=C(C[n+]1ccccc1)Nc1ccc(Cl)c([N+](=O)[O-])c1,-1.4,0,-2,4,-9,0.3,2.9,-1.1,-0.2,3,-3
O=C(C1CCN(S(=O)(=O)N2CCOCC2)CC1)N1CCN(c2ccc(F)cc2)CC1,-1.3,1,-4,0,-4,-1.7,-3.4,-1.9,-1.2,5,0
Cn1ccc(C(=O)OCC(=O)Nc2ccccc2)n1,-0.5,-1,-2,-5,2,-0.8,3.2,-2.0,-0.5,1,-6
CCOC(=O)c1cc2c(=Cc3ccc(N(C)C)cc3)c3ccccc3n2[n+]1C,-1.4,-4,-5,2,-2,-4.2,-2.8,-2.7,-4.7,-5,-13
Cc1ccc(C2(c3ccccc3)NC(=O)N(CC(=O)NCc3ccccc3)C2=O)cc1C (stereo unspecified),-1.9,8,-3,2,7,0.8,-1.6,-0.9,0.5,4,3
Cn1cccc1-c1nc2ccccc2n1Cc1ccccc1,-1.6,-7,-4,3,-4,-0.7,-1.1,-2.1,-1.7,-6,-3
Cc1ccc(-c2nnc3ccc(SCC(=O)N4CCCc5ccccc54)nn23)cc1,-1.1,-5,-2,-6,-5,-0.1,-3.2,-0.3,-0.2,-8,-11
O=S(=O)(NCC1CCCO1)c1ccc(S(=O)(=O)N(Cc2ccc(F)cc2)Cc2ccccn2)cc1 (stereo unspecified),-1.6,0,-1,-3,-2,-0.7,-4.7,-1.5,-0.5,-1,-1
Cc1ccc(S(=O)(=O)N2CCC(C(=O)N3CCC[C@H]3C(=O)NCC(C)C)CC2)cc1,-0.4,4,-2,-2,0,-0.4,-0.6,1.1,-0.1,3,-2
CC(C)/C(C=O)=C(/NC1CCCCC1)c1ccccc1,-1.6,2,3,-1,10,-0.1,2.1,-1.7,0.4,0,-7
CC(C)C(=O)NNc1nc2ccccc2s1,-0.8,-4,3,3,7,-0.3,8.7,6.2*,0.9,0,-3
CCN(CC)S(=O)(=O)c1cccc(C(=O)NC(Cc2c[nH]c3ccccc23)c2nnc3n2CCC3)c1 (stereo unspecified),-1.5,0,2,-4,-1,-0.1,-0.7,-1.0,0.2,2,1
Cc1ccccc1C(=O)N1CCC(C(=O)N(CC(C)C)c2c(N)n(Cc3ccccc3)c(=O)[nH]c2=O)CC1,-0.1,-5,0,-2,1,0.3,3.7,0.5,1.6,0,-5
CC(=O)Oc1ccc(N2C(=O)CC(N3CCOCC3)C2=O)cc1 (stereo unspecified),-1.0,1,0,-3,-7,-0.5,-1.2,-0.4,-0.2,5,5
O=C(CCl)N(Cc1cccc([N+](=O)[O-])c1)c1cccc(Cl)c1,-1.8,0,-10,3,-5,-1.1,2.8,-1.3,-1.4,1,-1
CC1CCN(C(=O)C(C)OC(=O)CSc2ccc([N+](=O)[O-])cc2)CC1 (stereo unspecified),-0.5,-3,-2,-2,-1,-0.1,0.1,-0.5,0.3,2,2
CC(=O)Nc1nc2ccc(Br)cc2s1,-1.9,-1,2,2,-1,-0.9,7.5,0.7,-0.3,6,1
COc1ccc2oc(C(=O)OCC(=O)NC3CCCCC3)c(C)c2c1,-1.3,-60,1,1,1,1.3,2.3,0.2,1.1,-87,-94
CC(Nc1nc(Nc2ccc(F)cc2)nc(SCC(N)=O)n1)c1ccccc1 (stereo unspecified),-1.5,2,-4,-2,0,0.7,-2.0,-2.2,0.0,3,-5
Cc1nnsc1NC(=O)OCC(C)(C)C,-0.9,-2,1,-2,0,-0.6,-0.5,-0.7,1.0,6,7
CCc1sc(C(=O)Nc2ccc3nc(C)sc3c2)cc1C,-0.8,3,2,-5,7,0.2,5.5,2.6,3.6,-20,-23
CCn1c(SCC(=O)Nc2ccc3c(c2)OCO3)nnc1C(C)C,-0.9,3,-2,-2,3,-0.7,-0.5,-2.5,-0.5,0,-8
O=C(NCCc1cccc(F)c1)C1CCC(=O)N(CCCc2ccccc2)C1 (stereo unspecified),-0.4,0,3,1,5,0.1,-2.1,-1.2,-1.8,-1,-1
CN(CC(=O)Nc1ccc(F)c(F)c1F)C(=O)c1ccc2c(c1)S(=O)(=O)N=C1CCCCCN12,-0.8,-8,-3,-2,2,0.3,-1.4,-1.6,-0.6,-4,-7
CCN(CC)C(=O)CSc1ncnc2sc(C)c(C)c12,-1.9,0,3,0,1,1.8,-0.7,-1.6,-0.7,-1,2
CSc1nc(C)cc(Oc2ccccc2)n1,-0.7,8,-3,3,0,0.6,-3.4,-0.5,-0.2,3,4
CCC(=O)NCCc1nc2cc(NC(=O)c3ccco3)ccc2n1C,-0.6,-1,4,0,3,1.7,5.1,2.0,0.7,0,-7
COCCNC(=O)C(C)N(c1ccc(OC)cc1)S(C)(=O)=O (stereo unspecified),-1.1,-11,-3,9,-3,1.4,1.2,-1.5,0.2,0,-1
Cc1ccc(C)c(-c2nc3cc(N)ccc3o2)c1,-2.3,-58,-7,4,5,-2.1,-6.8,-4.8,-1.3,i,i
Cn1cnc(S(=O)(=O)Nc2ccc3c(c2)OCCO3)c1,-0.3,-3,4,3,5,x,-1.4,-0.6,-0.2,-2,-4
COc1ccc(/C=N/NC(=O)COc2ccccc2-c2ccccc2)cc1,-1.4,3,-1,-5,-2,0.7,-7.7,-2.6,0.4,3,0
C=CCC[C@H](Cc1ccc(F)cc1)C(=O)OC[C@@H](NC(=O)[C@H](CC=C)CC(=O)NCCO)C(C)(C)C,-1.7,0,2,1,0,1.0,-0.8,0.1,-1.0,7,7
O=[N+]([O-])c1ccc(CN2CCSCC2)cc1,-1.8,0,-1,-2,-6,1.6,2.7,0.2,0.6,-2,2
COC(=O)c1cccc(Cn2ccc3ccc(-c4ccc5ccn(C(=O)C6CCC6)c5c4)cc32)c1,-1.1,-13,0,-7,10,x,-3.2,0.0,-1.6,-45,-56
O=C(Cn1nc(C(=O)O)c2ccccc2c1=O)Nc1cc(Cl)ccc1-n1cncn1,-1.2,-7,-4,4,-6,0.9,-2.0,-1.0,-1.3,-1,-4
OCC1(Cc2ccccc2)CCN(C2CCN(c3ccccc3F)CC2)CC1,-1.1,-2,-2,3,5,1.6,2.9,-1.6,0.6,2,4
N#Cc1cnn2c1nc(N1CCCCC1)c1ccccc12,-0.8,-4,5,2,32*,0.6,1.4,-1.8,1.1,-12,-12
CCOC(=O)C1Sc2ccccc2NC1=O (stereo unspecified),-0.4,-4,-3,-2,-8,1.2,0.3,1.6,0.3,1,-4

# Compound profiles, as listed above:
# Profile of N#Cc1cnn2c1nc(N1CCCCC1)c1ccccc12 = ssDAF-12 act: -0.8; ADAM17 inh: -4; SMARCA2 activ: 5; MBD2 inh: 2; NR1D1 modulator: 32*; DAX1 inh-1: 0.6; hgDAF-12 ag: 1.4; hcDAF-12 act: -1.8; DAX1 inh-2: 1.1; PLCg1 inh: -12; PLCb3 inh: -12
# Profile of COc1ccc(/C=N/NC(=O)COc2ccccc2-c2ccccc2)cc1 = ssDAF-12 act: -1.4; ADAM17 inh: 3; SMARCA2 activ: -1; MBD2 inh: -5; NR1D1 modulator: -2; DAX1 inh-1: 0.7; hgDAF-12 ag: -7.7; hcDAF-12 act: -2.6; DAX1 inh-2: 0.4; PLCg1 inh: 3; PLCb3 inh: 0

# Next compounds follow:
SMILES,ssDAF-12 act,ADAM17 inh,SMARCA2 activ,MBD2 inh,NR1D1 modulator,DAX1 inh-1,hgDAF-12 ag,hcDAF-12 act,DAX1 inh-2,PLCg1 inh,PLCb3 inh
CC(C)CC(=O)N1CCN(S(C)(=O)=O)CC1,-0.8,-4,-1,6,-1,1.1,-1.9,-1.3,-0.1,3,4
Nc1cc(Br)c(N)c(Br)c1,-1.3,-3,-1,2,1,2.0,-2.0,0.5,-0.1,-4,0
COc1ccccc1/C=N/NC(=O)c1nnn(-c2nonc2N)c1CN(C)c1ccccc1,-0.3,8,0,5,1,0.6,-0.7,-0.7,0.2,-6,-16
O=C1OCCC1Sc1nc2ccccc2s1 (stereo unspecified),-0.6,0,1,4,4,0.5,1.5,0.0,1.6,-1,-2
CCC(=O)NC(Nc1c(C)n(C)n(-c2ccccc2)c1=O)C(Cl)(Cl)Cl (stereo unspecified),-1.0,-1,0,-7,6,2.4,1.1,-1.4,-0.2,2,1

# Laid out differently: two of the compounds above.
COc1ccccc1/C=N/NC(=O)c1nnn(-c2nonc2N)c1CN(C)c1ccccc1
- ssDAF-12 act: -0.3
- ADAM17 inh: 8
- SMARCA2 activ: 0
- MBD2 inh: 5
- NR1D1 modulator: 1
- DAX1 inh-1: 0.6
- hgDAF-12 ag: -0.7
- hcDAF-12 act: -0.7
- DAX1 inh-2: 0.2
- PLCg1 inh: -6
- PLCb3 inh: -16

O=C1OCCC1Sc1nc2ccccc2s1 (stereo unspecified)
- ssDAF-12 act: -0.6
- ADAM17 inh: 0
- SMARCA2 activ: 1
- MBD2 inh: 4
- NR1D1 modulator: 4
- DAX1 inh-1: 0.5
- hgDAF-12 ag: 1.5
- hcDAF-12 act: 0.0
- DAX1 inh-2: 1.6
- PLCg1 inh: -1
- PLCb3 inh: -2
